Screens from PubChem.
AmpC detergent – inhibitors of E. coli AmpC beta-lactamase with detergent. Potency, µM (top dose mostly 114 µM), for inactives: at the top dose activity change, negative = inhibition, usual class: inhibitors. AmpC hydrolysis of nitrocefin, absorbance 480 nm, 0.01% Triton. 0.041% of 370,000 active. P00811;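 also: potency is read from the fitted curve at half-maximal effect; 0% = no-compound wells and -100% = no-enzyme wells; nearly all actives have a fitted effect of over 25% in size; some results filed as inactive show a strong effect at the top dose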
Target sequence (P00811 whole entry, looked up): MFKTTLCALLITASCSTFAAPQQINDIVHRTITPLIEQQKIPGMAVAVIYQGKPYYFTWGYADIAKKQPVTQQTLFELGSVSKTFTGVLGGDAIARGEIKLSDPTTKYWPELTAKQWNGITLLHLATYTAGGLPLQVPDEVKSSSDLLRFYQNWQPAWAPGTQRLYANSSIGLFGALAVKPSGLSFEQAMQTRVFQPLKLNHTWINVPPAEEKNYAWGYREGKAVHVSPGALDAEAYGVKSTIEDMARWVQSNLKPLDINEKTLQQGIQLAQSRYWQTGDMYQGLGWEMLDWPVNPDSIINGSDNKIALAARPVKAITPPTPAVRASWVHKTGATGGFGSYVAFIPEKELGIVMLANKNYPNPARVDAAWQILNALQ
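20 mM phosphate pH 7.0 + 0.01% (detergent screen) or 0.0001% Triton X-100; 5.3 nM AmpC reagent; cpd preinc 15 min RT; nitrocefin (800 uM stock) to start; A480 q20 s × 4 min; Activity was normalised to no-enzyme and no-compound control wells.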
AMA1-RON2 inh – disrupts binding of P. falciparum AMA1 to RON2 | AlphaScreen AMA1-biotinylated RON2 peptide binding | Potency, µM (highest dose often 58.2 µM), for the others: top-dose activity change, negative = inhibition, hits mostly inhibitors | 0.2% of 360,000 active;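 also: potency is read from the fitted curve at half-maximal effect; 0% = vehicle wells and -100% = peptide control; nearly all actives have a fitted effect of over 45% in size; some results filed as inactive show a strong effect at the top dose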
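AMA1 (3D7) with his tag at 25 nM final met compounds first, then biotinylated RON2 peptide at 25 nM; detection used donor plus acceptor beads, 10 µg/mL apiece, read by AlphaScreen after 30 min at room temperature.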
HCMV inh – human cytomegalovirus inhibition | HFF cells, HCMV-luciferase reporter, 72 h; hits give low values | activity change, negative = inhibition, % at 57.5 µM | 4.5% of 410,000 active; in the data active = activity change below about -60%; inconclusive = no clear call, values can overlap the other calls; inactive = above about -39%; also: % is scaled to controls: 0 for no effect and ±100 for the full control effect
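Compounds were evaluated in HFFs infected with an HCMV luciferase reporter virus (MOI 1 PFU/cell). Luciferase in lysates collected 72 h post infection served as the replication measure.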
Shiga toxin inh – inhibitors of Shiga toxin in Vero cells | 9.2% of 290,000 active | AID 2315 | inhibition, % at 38.7 µM | Vero cells, Shiga toxin protein synthesis inhibition reporter; in the data active = inhibition mostly above about 28%, no sharp cut-off; inactive = mostly below about 43%; also: 0% is about no effect
Cycloheximide cs – counter-screen for Shiga toxin inhibitors: cycloheximide protein synthesis inhibition; 12% of 300,000 active; cell reporter, cycloheximide protein synthesis inhibition counterscreen; AID 2314; max response, %; in the data active = max response mostly above about 13%, no sharp cut-off; inactive = mostly below about 14%; also: read at 38.3 µM for the half of the compounds with a filed dose; 0% is about no effect
AmpC no deterg – inhibitors of E. coli AmpC beta-lactamase without detergent | AmpC nitrocefin hydrolysis, absorbance 480 nm, 0.0001% Triton | P00811 | Potency, µM (doses to about 57.1 µM), for the others: at the top dose activity change, negative = inhibition, actives largely listed as inhibitors | 0.52% of 330,000 active | AID 485341;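 also: potency is read from the fitted curve at half-maximal effect; plate controls were no compound for no effect and no enzyme for full effect; nearly all actives have a fitted effect of over 20% in size; some results filed as inactive show a strong effect at the top dose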
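AmpC (5.3 nM in the dispensed reagent) in 20 mM phosphate pH 7.0 with 0.01% (detergent screen) or 0.0001% Triton X-100 was preincubated with compounds for 15 min at room temperature. Nitrocefin was then added from an 800 uM solution, and hydrolysis was followed at 480 nm.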
FBPA Giardia inh – blocks Giardia fructose-bisphosphate aldolase activity | 0.71% of 290,000 active | A8B2U2 | Potency, µM (top dose mostly 59.6 µM), for inactives: top-dose activity, negative = inhibition, actives largely listed as inhibitors | purified Giardia FBPA; also: potency is read from the fitted curve at half-maximal effect; % is scaled to controls: 0 for no effect and ±100 for the full control effect; nearly all actives have a fitted effect of over 55% in size
Target sequence (A8B2U2 whole entry, looked up): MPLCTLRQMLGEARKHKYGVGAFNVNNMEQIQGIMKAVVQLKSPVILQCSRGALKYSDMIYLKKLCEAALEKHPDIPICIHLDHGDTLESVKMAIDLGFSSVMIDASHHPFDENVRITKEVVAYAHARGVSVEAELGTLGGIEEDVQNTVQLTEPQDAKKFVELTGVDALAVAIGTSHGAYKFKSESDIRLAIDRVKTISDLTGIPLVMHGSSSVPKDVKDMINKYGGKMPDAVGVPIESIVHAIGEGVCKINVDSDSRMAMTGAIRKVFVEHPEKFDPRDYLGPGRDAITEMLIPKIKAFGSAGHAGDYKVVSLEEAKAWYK
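Giardia FBPA (40 nM reagent) was preincubated 10 min at RT with compound (up to 57.5 uM final), then substrate plus GAPDH/TPI/NAD/arsenate coupling system with diaphorase/resazurin was added; resorufin fluorescence (525/598 nm) was read after 20 min.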
* marks the source's active call; other numbers are inactive results; ? = inconclusive; . = no result given; & = joins results of further samples; [ ] = another dose, or the depositor's remark. Unless noted, calls follow the shape of the dose curve; as a rule, active = well fitted curve in the direction sought with a large enough effect; inconclusive = small, poorly fitted or top-dose-only effect, or another doubt; inactive = no such curve, though single readings can be large; an effect the other way counts as inactive or inconclusive.

SMILES	AmpC detergent	AMA1-RON2 inh	HCMV inh	Shiga toxin inh	Cycloheximide cs	AmpC no deterg	FBPA Giardia inh
CC(=O)Nc1ccc(S(=O)(=O)N2CCN(Cc3ccccc3[N+](=O)[O-])CC2)cc1	0%	-2%	?	-2	13	-6%	4%
Cc1cccc(Nc2nc3c(c(=O)n(C)c(=O)n3C)n2Cc2ccccc2)c1	-12%	-9%	-8	-5	0	-10%	-15%
COc1cc(/C=N/NC(=O)c2cc(-c3ccccc3)sc2N)cc(OC)c1OC	9%	-10%	21	30	15	38%	-4%
C=CCSc1nc(N)c2c(C)c(C)sc2n1	?	1%	-23	29	11*	-14%	-4%
N#Cc1ccccc1S(=O)(=O)N1CCN(CC(O)CN2CCOCC2)CC1 (stereo unspecified)	6%	?	0	.	.	-21%	.
COc1ccc(OC)c(C(=O)c2coc3ccc(OC(C)=O)cc23)c1	-6%	-29%	-20	38*	25	-17%	0%
CN(CCN1CCc2ccccc2C1)Cc1nc(-c2ccc3c(c2)OCO3)no1	8%	6%	40	-8	-1	52%	-13%
COc1ccc(OC)c(NC(=O)c2nnn(CCc3ccccc3)c2N)c1	?	2%	-5	-5	-8	-15%	0%
CC(Oc1ccccc1)C(=O)N1CCN(c2ccc(N3CCOCC3)nn2)CC1 (stereo unspecified)	?	0%	-35	.	.	2%	.
CCn1c(O)c(/C=C2\C=Nc3ccccc32)sc1=O	?	-7%	156	78*	34*	-15%	-6%
CN1CCN(C2=Cc3ccccc3Sc3cc(F)c(Cl)cc32)CC1	?	-9%	0	-12	-3	142%[activator]	-5%
CCCNC(=O)c1ccc(-c2nc3ccccc3s2)s1	-10%	-5%	-30	28	48*	-29%	1%
CCOc1ncccc1C(=O)OCC(=O)Nc1ncc(C(F)(F)F)cc1Cl	0%	9%	-11	-5	4	-9%	-6%
CNC(=S)N/N=C/C1=CCC2CC1C2(C)C (stereo unspecified)	-15%	59%[activator]	64	-2	-6	-31%	-7%
Cc1cc(C)nc(NS(=O)(=O)c2ccc(NC(=O)c3snnc3C)cc2)n1	-1%	9%	-16	-8	-8	-11%	.
CC1Cc2ccccc2N1C(=O)CCn1c(=O)oc2ccccc21 (stereo unspecified)	?	-1%	-28	0	-1	-8%	0%
Cc1cc(C)c(S(=O)(=O)N2CCOCC2)cc1NS(=O)(=O)c1cc(OCC(N)=O)c(C)cc1Cl	-6%	-6%	-23	5	-2	-11%	18%
O=[N+]([O-])c1ccc2c(c1N1CCCCC1)=NC1(CCCCC1)[N+]=2[O-]	2%	?	-12	2	2	72%[activator]	?
COc1ccc(S(=O)(=O)Nc2cc3c4c(c2)CCN4C(=O)CC3)cc1C	?	0%	33	.	.	-29%	.
O=c1c2c3nc4ccccc4nc3n(/N=C/c3ccncc3)c2ncn1-c1ccccc1	-5%	12%	.	-9	1	-11%	0%
CC(C)C1N=C2c3ccccc3N=C(SCc3cc(=O)n4cc(Cl)ccc4n3)N2C1=O (stereo unspecified)	0%	27%	4	-21	12	-15%	4%
CCc1ccc(C2C(C#N)=C(N)Oc3n[nH]c(CC(=O)OC)c32)cc1 (stereo unspecified)	1%	-5%	16	11	-3	-29%	-3%
C=CCN=C1N[C@@H](c2ccccc2)C(C(=O)OC)=C(C)N1CC	-7%&-12%	1%	.	-1&-5	-1&2	-16%&-40%	23%&-23%
COc1ccccc1N1CCN(Cc2ccsc2)CC1	0%	-22%	-15	11	3	-23%	-9%
COc1ccc(SC[C@H](Cc2ccccc2)N2CCN(CCc3ccccc3)CCC2=O)cc1	-1%	-17%	-24	-7	-4	122%[activator]	1%

As entered above.
Shiga toxin inh, C=CCN=C1N[C@@H](c2ccccc2)C(C(=O)OC)=C(C)N1CC stands at -1&-5
AMA1-RON2 inh, COc1ccc(SC[C@H](Cc2ccccc2)N2CCN(CCc3ccccc3)CCC2=O)cc1 stands at -17%

More entries:
SMILES	AmpC detergent	AMA1-RON2 inh	HCMV inh	Shiga toxin inh	Cycloheximide cs	AmpC no deterg	FBPA Giardia inh
CCN(CC)C(=O)N1CCN(S(=O)(=O)c2c(C)cc(C)cc2C)CC1	1%	-5%	-28	15	-2	-1%	3%
CCOCC(=O)Nc1nnc(Cc2ccc(OC)c(OC)c2)s1	-5%	6%	19	-17	-2	-3%	-5%
CC(C)c1ccccc1NC1=CC(=O)CC(C)(C)C1	-7%	3%	-20	-12	-3	-7%	-1%
COCCNC(=O)c1ccccc1NC(=O)C1COc2ccccc2O1 (stereo unspecified)	-13%	1%	18	13	-3	-6%	0%
O=C(c1ccccc1)c1cn[nH]c1-c1ccccc1O	-10%	8%	19	-3	-4	-10%	-1%
COC(=O)c1ccc(Cn2nnc3c(=O)[nH]c(C4CCCN(S(=O)(=O)c5ccccc5Cl)C4)nc32)cc1 (stereo unspecified)	-3%&17%	-2%	8&-6	-6	-9	-13%	.
CC(=O)c1c(C)[nH]c(C(=O)Nc2cccc(C(F)(F)F)c2)c1C	-5%	-1%	?	73*	32*	-30%	2%
C=CCn1c(SCC(=O)N2CCCC2)nc2cc(C(=O)NCC3CCCO3)ccc2c1=O (stereo unspecified)	?	6%	-22	-15	-4	-12%	5%
CCc1csc(CCNC(=O)C2CCC(=O)N(Cc3ccccc3F)C2)n1 (stereo unspecified)	-21%	2%	-4	32	6	7%	15%
COc1ccc(NC(=O)NCCN2C(=O)C3C4C=CC(C4)C3C2=O)cc1 (stereo unspecified)	?	-2%	118	60*	32*	-9%	3%
CC(=O)Nc1ccc2nc(NC(=O)CCc3ccccc3)sc2c1	1%	-2%	-3	56*	27*	-16%	-1%
COc1ccc(-n2nnnc2SC(C)C(=O)NCC(=O)Nc2ccc(F)c(F)c2F)cc1 (stereo unspecified)	-6%	7%	-32	33	-2	11%	1%
C/C(CC(=O)Nc1cccc(Br)c1)=N\NC(=O)c1ccc(O)cc1O	5%	65%[activator]	-14	65*	31*	-43%	-1%
CCO/C=N/Nc1nc(C(F)(F)F)nc2c1cnn2Cc1ccccc1	2%	71%[activator]	23	-9	-6	-43%	-3%
CCn1c(SCc2nc3ccccc3c(=O)[nH]2)nnc1-c1cccnc1	-4%	-2%	-17	5	1	-20%	-23%
CCN(CC)CCNC(=O)c1ccc2c(c1NCCO)C(=O)c1ccccc1C2=O	?	-16%	-109*	40*	17	23%	?
CN1CCN(c2ccc(S(=O)(=O)N3CCCCC3)cc2NC(=O)c2ccc(F)cc2F)CC1	-16%	-9%	16	-12	-2	179%[activator]	-1%
Nn1c(SCc2ccccc2)nnc1C1CCCCC1	1%	3%	32	101*	38*	-11%	5%
CN(CC(=O)Nc1ccccc1Br)C(=O)c1ccc(COc2ccccc2)cc1	7%	-18%	-34	11	19*	17%	.
Cc1cc(C)c(S(=O)(=O)Nc2ncn[nH]2)cc1C	2%	-1%	63	-2	-2	-27%	?
COc1ccc(CC(=O)OCC(=O)Nc2ccc(Cl)cc2C)cc1	.	-6%	44	.	.	-18%	.
CC(C)NCC(O)COc1ccc(CC(N)=O)cc1 (stereo unspecified)	-2%	-16%	56	-2	-4	-26%	1%&0%&-2%
Cc1ccnc2nc(C(=O)Nc3ccc(N4CCOCC4)cc3)nn12	-14%	7%	6	74*	28*	-1%	-13%
CC1=CC(C)(C)N(C(=O)CCl)c2cc(C)ccc21	8%	-16%	-27	-4	0	-10%	-4%
O=C(COCc1cc(-c2ccc3c(c2)OCO3)on1)N1CCN(c2ccc(F)cc2)CC1	-8%	-2%	?	-7	-6	-6%	0%

One compound at a time, as listed above:
CCc1ccc(C2C(C#N)=C(N)Oc3n[nH]c(CC(=O)OC)c32)cc1 (stereo unspecified) in the list: AmpC detergent: 1%; AMA1-RON2 inh: -5%; HCMV inh: 16; Shiga toxin inh: 11; Cycloheximide cs: -3; AmpC no deterg: -29%; FBPA Giardia inh: -3%
COc1ccc(SC[C@H](Cc2ccccc2)N2CCN(CCc3ccccc3)CCC2=O)cc1 in the list: AmpC detergent: -1%; AMA1-RON2 inh: -17%; HCMV inh: -24; Shiga toxin inh: -7; Cycloheximide cs: -4; AmpC no deterg: 122%[activator]; FBPA Giardia inh: 1%

Next results.
SMILES	AmpC detergent	AMA1-RON2 inh	HCMV inh	Shiga toxin inh	Cycloheximide cs	AmpC no deterg	FBPA Giardia inh
CCOC(=O)C1(CC)NC(c2ccc(OC)c(OC)c2)C2C(=O)N(c3cccc(C(C)=O)c3)C(=O)C21 (stereo unspecified)	?	8%	57	-11	-3	57%	4%
O=C(Cn1c(=O)oc2ccccc21)Nc1nc(-c2ccc(Br)cc2)cs1	1%	-6%[11.6 µM]	-61*	10	8	-27%	-3%
O=C(CN1CCN(S(=O)(=O)c2ccccc2)CC1)NC(=O)NC1CCCCC1	-2%	-10%	-39	-6	3	52%	-1%
COc1ccccc1NC(=O)N(CCCN1CCOCC1)Cc1cc2cc3c(cc2[nH]c1=O)OCO3	?	4%	-9	1	1	0%	5%
Cc1ccc(NC(=O)c2c(C)nc(Nc3nc4ccccc4o3)nc2C)cc1	-12%	-15%	1	26	7	-20%	-2%
COc1ccccc1CNC(=O)c1c(N)n(CCCN2CCOCC2)c2nc3ccccc3nc12	2%	49%[activator]	-30	44	6	236%[activator]	?
O=C1Nc2ccccc2N=C(c2ccccc2)c2ccccc21	-1%	-15%	11	17	20*	-54%	5%
S=c1[nH]nc(Nc2cccc3ccccc23)s1	-6%	45%[activator]	-9	-3	-2	28µM*	-8%
CCOC(=O)C1CCN(C(=O)C2(NC(=O)Nc3ccc(F)cc3F)CCCCC2)CC1	-10%	1%	25	7	-5	-14%	-5%
CC(NCc1cccc(OCc2ccccc2)c1)C(O)c1ccccc1 (stereo unspecified)	-9%	-5%	?	-10	-2	-8%[2.29 µM]	1%
Cc1cc(N=Cc2cc(Cl)ccc2O)no1	?	3%	35	-8	-1	-16%	-2%
CCOc1cc(CNC2CCCC2)cc(Cl)c1OCc1ccc(F)cc1	1%	-3%	-16	-23	-6	13%	-6%
COc1ccc([C@@H]2[C@@H]3C(=O)N(C(C)(C)C)C(=O)[C@@H]3[C@]3(Cc4ccccc4)C(=O)N(c4cccc(C)c4)C(=O)N23)cc1	?	2%	20	.	.	92%[activator]	.
COc1ccc(-c2ccc(-c3noc(-c4ccc(OC)c(OC)c4)n3)c(OC)n2)cc1	?	.	11	11	-7	-1%	7%
CCCCNC(=O)c1cc2c(=O)n3cccc(C)c3nc2n(Cc2ccncc2)c1=N	-1%	-6%	-2	11	-2	?	-12%
Nc1cc(C(=O)OCC(=O)NNC(=O)c2ccccc2)ccc1Cl	-11%	94%[activator]	-22	.	.	-18%	.
CCN1C(=O)C(c2ccc(O)cc2)(c2ccc(O)cc2)c2ccccc21	3%	0%	4	-10	-1	?	-1%
CSc1ccc(CN2CCC(n3nccc3NC(=O)CCCc3ccccc3)CC2)cc1	?	0%	-68*	1	2	162%[activator]	.
O=C(NCc1ccco1)c1cccc(NS(=O)(=O)c2ccccc2F)c1	4%	11%	-18	-8	-1	-19%	7%
